# LGR2 inh = inhibitors of bursicon-induced LGR2 CRE-luciferase signal, primary screen, cell-based, HEK293, CRE-luciferase reporter, bursicon stimulation | bursicon-stimulated, 4 h | 380,000 compounds, 0.35% hits | inhibition, % at 9.99 µM | Drosophila bursicon receptor LGR2 (rickets);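 active = drop in luminescence signal, shown as inhibition above about 50% in the replicate tests, limit read from the data, passing the limit was not always enough; inconclusive = probably only some replicates passing the limit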;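 note: agonist challenge used bursicon conditioned medium at about half maximal strength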
# Casp6 inh = human caspase-6 inhibitors, primary screen, biochemical, VEID-R110 fluorescence, single point, set 2; purified caspase-6, Z-VEID-R110 cleavage fluorescence; inhibition, % at 12.5 µM; P55212; 350,000 compounds, 0.53% hits;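 active = mean inhibition across replicates at least about 35%, with every replicate also reaching that limit, limit read from the data; inconclusive = only one of the two criteria met; inactive = neither criterion met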;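 note: 0% = median of neutral control wells and 100% = no fluorescence left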
# Target sequence (P55212 24-179 limits assumed): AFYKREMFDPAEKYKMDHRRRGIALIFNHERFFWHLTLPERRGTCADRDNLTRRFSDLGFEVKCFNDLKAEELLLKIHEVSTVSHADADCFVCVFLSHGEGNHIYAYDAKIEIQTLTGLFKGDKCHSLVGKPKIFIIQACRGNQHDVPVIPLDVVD
# Target sequence (P55212 194-293 limits assumed): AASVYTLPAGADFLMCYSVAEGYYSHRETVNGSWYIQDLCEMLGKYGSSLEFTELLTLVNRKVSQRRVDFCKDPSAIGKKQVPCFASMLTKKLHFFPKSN
# DENV2 CPE = inhibitors of DENV2 cytopathic effect, primary screen, cell-based, plate reader, single concentration | DENV2-infected cells, cytopathic effect rescue | CPE inhibition, % at 9.99 µM | 350,000 compounds, 1.7% hits | AID 651640, 2012; in the data active = CPE inhibition above about 20%, passing the limit was not always enough; inconclusive = no clear call, values can overlap the other calls; tested in BHK-21 cells;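 note: 0% = median of neutral control wells and 100% = median of positive control wells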
# ARNT-TACC3 inh = disruptors of ARNT/TACC3 protein interaction, primary screen, biochemical, AlphaScreen, single concentration. inhibition, % at 9.99 µM. Transforming acidic coiled-coil-containing protein 3 (Homo sapiens), Q9Y6A5. AID 623870, 2012. AlphaScreen His-ARNT PAS-B/GST-TACC3 binding, luminescence; TACC3 fragment carries E629A point mutation. 390,000 compounds, 0.66% hits;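 active = mean inhibition of replicates at least 50% and at least half of replicates each reaching 50%; inconclusive = half or more replicates reach 50% but mean below 50%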;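 note: 0% = complete ARNT plus TACC3 wells and 100% = ARNT alone without TACC3; many hits fall short of the cut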
# PAX8 inh HTS = inhibitors of PAX8-driven TPO luciferase reporter, primary screen, RMG-I cells, single concentration; SteadyGlo, 24 h; inhibition, % at 12.6 µM; 360,000 compounds, 1.2% hits;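 active = mean replicate inhibition at least 60% with every replicate also reaching 60%; inconclusive = only one of the two criteria is met; inactive = mean below 60% and not all replicates reaching 60%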;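 note: luciferase light reporting Pax8 driven TPO promoter activity; plate controls were median of neutral control wells for no effect and mitoxantrone controls for full effect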
# SIRT5 inh = SIRT5 desuccinylase inhibitors, primary screen, biochemical, fluorescence imaging, single point, set 5. Purified SirT5, succinyl-peptide AMC, trypsin-coupled fluorescence. 330,000 compounds, 1.1% hits. AID 652115, 2013. NAD-dependent protein deacylase sirtuin-5, mitochondrial (Homo sapiens), Q9NXA8. inhibition, % at 15 µM; in the data active = inhibition above about 15%; inconclusive = no clear call, values can overlap the other calls
# Target sequence (Q9NXA8 whole entry, looked up): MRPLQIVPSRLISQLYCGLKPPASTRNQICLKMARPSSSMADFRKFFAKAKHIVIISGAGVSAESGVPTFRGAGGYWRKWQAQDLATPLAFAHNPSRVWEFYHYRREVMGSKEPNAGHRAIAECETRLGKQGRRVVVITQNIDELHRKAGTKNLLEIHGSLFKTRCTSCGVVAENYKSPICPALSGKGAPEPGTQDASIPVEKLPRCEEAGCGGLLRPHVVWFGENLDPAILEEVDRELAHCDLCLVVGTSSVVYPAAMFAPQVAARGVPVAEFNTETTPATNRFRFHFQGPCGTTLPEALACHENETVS
# EWS-Fli block = EWS/Fli-driven NR0B1 reporter inhibitors, primary screen, A673 cells, NR0B1 luciferase, luminescence, MLPCN library | 350,000 compounds, 0.67% hits | inhibition, % at 12.6 µM | viability-normalised;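 active = mean inhibition of at least 50% after viability correction, with every replicate also passing that limit; inconclusive = mean reaches 50% but only one of two replicates passes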;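 note: firefly luciferase signal divided by Alamar Blue viability fluorescence both relative to DMSO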
# Starred values were filed as active, the others as inactive; ? = inconclusive; / = not tested or not shown.
# Sample of the layout:
SMILES,LGR2 inh,Casp6 inh,DENV2 CPE,ARNT-TACC3 inh,PAX8 inh HTS,SIRT5 inh,EWS-Fli block
O=C(O)CNC(=O)C1(N2C(=O)c3ccccc3C2=O)CCCC1,-9,2,-1,-4,0,-1,2
CCN=C1NC(c2ccc(F)cc2)C(C(=O)OC)=C(C)N1Cc1ccc(C(F)(F)F)cc1 (stereo not given),3,1,-9,/,9,-2,-14
CCn1c(O)c2ccc(C(=O)N=NC(=O)c3ccccc3)cc2c1O,2,-1,1,-2,15,-2,9

# All compounds of this part (from the top)
SMILES,LGR2 inh,Casp6 inh,DENV2 CPE,ARNT-TACC3 inh,PAX8 inh HTS,SIRT5 inh,EWS-Fli block
O=C(O)CNC(=O)C1(N2C(=O)c3ccccc3C2=O)CCCC1,-9,2,-1,-4,0,-1,2
CCN=C1NC(c2ccc(F)cc2)C(C(=O)OC)=C(C)N1Cc1ccc(C(F)(F)F)cc1 (stereo not given),3,1,-9,/,9,-2,-14
CCn1c(O)c2ccc(C(=O)N=NC(=O)c3ccccc3)cc2c1O,2,-1,1,-2,15,-2,9
O=C(Nc1ccccc1C(=O)O)c1cc(S(=O)(=O)N2CCCCC2)c(Cl)cc1Cl,7,2,14,/,-9,0,7
COc1cccc(CNC(=O)Cc2ccc(Br)cc2)c1,/,0,-6,-3,-2,-3,-11
CCN(CC)CCCNc1nc(-n2nc(C)cc2C)nc2sc3c(c12)CC(C)(C)OC3,-2,-12,2,17,-20,-10,-4
CCNC(=O)C1(C)CCCN1C(=O)c1cc(C)on1 (stereo not given),6,-6,8,/,-1,/,-11
COc1ccccc1CNC(=O)C[C@@H]1CC[C@H]2[C@@H](COC[C@@H](O)CN2Cc2ccccc2)O1,8,/,5,-18,/,/,/
COc1ccc(N(CC(=O)NCc2ccccc2Cl)S(=O)(=O)c2c(C)noc2C)cc1,-2,3,4,2,-1,0,4
COc1ccc(NC(=O)C(=S)NC2CCCCC2)cc1,-58,-2,-6,1,-238,-2,-53
CCOc1ccc(CC(=O)NCC(=O)NCc2cc(=O)n(C)c(=O)n2C)cc1,-5,-2,1,-5,-7,-2,/
O=C(CCl)N1CCN(S(=O)(=O)Cc2ccccc2)CC1,13,35,-7,-9,8,-2,13
NCCCC[C@@H](C(=O)N1CCNCC1)n1cc(CN)nn1,-10,-242,-2,-10,-6,7,-7
Cc1cc(/C=C2/NC(=O)NC2=O)c(C)n1-c1cccnc1,10,2,5,-2,22,0,-18
COc1ccc(S(=O)(=O)N(C)CC(=O)N2CCC(C(N)=O)CC2)cc1,9,-3,5,1,/,-1,2
O=C(NCC(=O)N(c1ccccc1F)C(C(=O)NC1CCCC1)c1ccncc1)c1ccco1 (stereo not given),1,3,-4,-1,-4,-2,6
CO[C@@H](C(=O)N(C)C[C@@H]1OCc2ccccc2-c2c(n(C)c3ccccc23)C(=O)N([C@H](C)CO)C[C@H]1C)c1ccccc1,0,/,/,/,-6,/,0
CCNC(=O)C[C@@H]1CC[C@H]2[C@@H](COc3ccc(NC(=O)NC(C)C)cc3C(=O)N2C)O1,15,1,-8,8,1,-4,3
COc1cc(/C=N/NC(=O)CN(Cc2ccccc2)S(=O)(=O)c2ccc3c(c2)OCCO3)ccc1O,0,-2,-3,34,-5,0,2
CCOCCCNc1nc2c(-c3ccccc3)nnn2c2ccccc12,1,-3,-5,-6,37,1,5
NC(=O)CC(NC(=O)Cc1cccc2ccccc12)c1ccc(NC2CCCCC2)c([N+](=O)[O-])c1 (stereo not given),-9,-4,1,/,-8,1,0
CN1C(=O)c2cc(NC(=O)c3ccc(C(F)(F)F)cc3)ccc2OC[C@H]2O[C@H](CC(=O)NCc3ccc4c(c3)OCO4)CC[C@@H]21,-23,/,/,/,13,/,22
COC(=O)[C@]12C[C@H](CC(=O)N3CCCC3)C(=O)N(Cc3ccc4c(c3)OCO4)C1=C[C@H](C(C)(C)C)O[C@@H]2C,7,1,12,/,-7,/,1
Cc1c(C(=O)OCC(=O)NCC2CCCO2)oc2ccccc12 (stereo not given),-4,2,10,/,/,-3,20
C[C@@H]1CN([C@@H](C)CO)S(=O)(=O)c2ccc(C#Cc3ccncc3)cc2O[C@H]1CN(C)C,-3,0,-19,2,/,-2,6
C[C@H]1CN([C@@H](C)CO)C(=O)c2cc(NC(=O)Nc3ccc(C(F)(F)F)cc3)ccc2O[C@H]1CN(C)CC1CCCCC1,/,-1,-3,-1,/,0,18
O=C(N/N=C/c1c(F)cccc1Cl)c1ccc(Cn2cc(Br)cn2)o1,-38,/,/,-5,-17,/,/
COc1ccc(C2=Nc3ccccc3NC(=O)C2N(C(=O)c2cnc(C)cn2)c2ccc(N3CCOCC3)cc2)cc1 (stereo not given),-17,1,11,/,-35,3,-46
O=C(N[C@@H]1CC[C@@H](CCNS(=O)(=O)c2cccc(Cl)c2)O[C@@H]1CO)c1ccncc1,-3,0,-1,-20,-17,1,-4
O=C(Nc1ccccc1)N1C[C@@H]2[C@H](c3ccccc31)[C@@H](CO)N2C(=O)c1ccccn1,-1,0,71*,13,-36,-2,-4
CO[C@@H]1CC[C@@H]2CCN(C)C(=O)[C@@H](C)CN(C)C(=O)c3cc(C#N)ccc3OC[C@H]1O2,15,-2,?,-6,-1,-2,2
COc1ccc(NC(=O)N(C)C[C@@H]2OCc3ccccc3-c3ccccc3C(=O)N([C@H](C)CO)C[C@@H]2C)cc1,1,0,-4,-3,/,-7,-10
CC1(c2cccc(Br)c2)NC(=O)N(CC(=O)c2ccc3c(c2)OCO3)C1=O (stereo not given),-4,0,1,/,7,-1,1
O=C(Nc1nnc(-c2ccco2)o1)C1CCCCC1,6,-2,-4,19,4,1,-1
O=C(NCCc1ccc(Cl)cc1)c1cccc(NC2=NC3CS(=O)(=O)CC3S2)c1 (stereo not given),5,0,1,0,0,-1,-6
O=C(NCc1ccc(F)cc1)C1CCN(S(=O)(=O)c2cccc3nonc23)CC1,-4,4,2,-9,-1,-2,4
c1ccc(Cc2cnc(N3CCN(Cc4ccc5c(c4)OCCO5)CC3)nc2)cc1,3,-2,-7,/,-16,-1,-10
CN(C)C(=O)C[C@H]1C[C@@H]2c3cc(NS(C)(=O)=O)ccc3O[C@@H]2[C@H](CO)O1,0,2,5,-2,-24,1,-1
CCN(Cc1ccccc1)C(=O)CN1C(=O)COc2ccc(S(=O)(=O)NC3CCCC3)cc21,-1,0,1,-9,2,-1,0
CC(C)(C)[S@](=O)N1Cc2cc(C(=O)N[C@@H]3CCN(Cc4ccccc4)C3)nc(-c3cccc(-c4ccncc4)c3)c2[C@@H]1CCO,-3,2,-5,/,15,6,/
Cc1ccc(NS(=O)(=O)c2ccc(C(=O)NCC(c3ccco3)N3CCCCC3)cc2)cc1 (stereo not given),8,3,-5,4,17,3,8
CCOC(=O)c1ccc(NC(=S)NCc2ccccc2)cc1,4,1,-2,-4,-7,0,6
C=CCNC(=S)NCc1ccccc1OC,-2,-2,2,-1,12,-2,3
O=C(c1cnccn1)N1CC[C@@H]2[C@@H](CO)Nc3ccc(-c4ccccc4F)cc3[C@@H]21,9,-1,114*,3,20,1,8
O=C1C2C3CC(C2C(=O)N1c1cccc(Cl)c1)[C@H](O)C3O (stereo not given in full),33,0,-3,1,1,-1,3
C[C@@H]1CN([C@H](C)CO)C(=O)Cc2cc(NC(=O)c3ccncc3)ccc2O[C@@H]1CN(C)C(=O)Nc1cccc2ccccc12,-7,11,-2,8,27,0,10
O=C(CN1CCOCC1)N1c2ccccc2Sc2ccccc21,1,1,1,-4,13,-1,-9
O=C(Cn1ncc2ccccc2c1=O)Nc1cccc(C(F)(F)F)c1,-2,-3,-11,/,-10,-2,-1
O=C(c1ccc(F)cc1)N1CCCCN2[C@H](C1)[C@@H](c1ccc(/C=C/c3ccccc3)cc1)[C@@H]2CO,25,3,-2,1,-14,3,8
CCOc1ccc(-n2c(SCC(=O)N3CCC(C(=O)O)CC3)nc3ccccc3c2=O)cc1,0,2,-4,/,7,1,-7
CCOC(=O)C1CCN(Cc2ccc(O)c(OC)c2)CC1,10,-1,/,0,-4,-8,/
CCC1CCCCN1C(=O)COC(=O)c1ccc(Br)o1 (stereo not given),-10,2,5,1,4,-2,0
CN(C)CC(=O)N1CC[C@@H]2[C@H]1c1cc(Br)ccc1N(C)[C@@H]2CO,3,/,5,16,8,/,3
Cc1cc(C(=O)Nc2cccc3c2O[C@H](CN(C)S(C)(=O)=O)[C@@H](C)CN([C@@H](C)CO)C3=O)n(C)n1,17,4,-8,-8,/,2,5
CCCC(=O)Nc1ccc2c(c1)OC[C@@H](C)N(C(=O)CC)C[C@H](C)[C@@H](OC)CN(C)C2=O,-8,1,7,-6,-2,-6,-17
COc1cc(C(=O)NN2C(=O)NC3(CCC(C)CC3)C2=O)ccc1OC(F)F (stereo not given),-8,1,2,-3,-9,-5,3
CN(C)C1(CN=Cc2cc(Cl)cc([N+](=O)[O-])c2O)CCCCC1,16,9,1,2,-6,2,1
CCC(=O)N[C@@H]1C=C[C@H](CC(=O)NCC2CC2)O[C@H]1CO,-10,1,?,/,-4,0,7
O=C(CSc1nnc(NC(=O)C2CCC2)s1)Nc1ccccc1,-2,0,-5,-3,-5,-2,2
O=[N+]([O-])c1cc(Cl)cc(/C=N/n2cnnc2)c1O,-15,1,-7,/,-11,3,5
Cc1cccc2sc(NNC(=O)c3cc(-c4cccs4)nc4ccccc34)nc12,/,-3,-3,12,52,1,15
Cc1ccc(CCNC(=O)Cn2ccc3cc(S(=O)(=O)N4CCCC4)ccc32)cc1,-4,0,-2,4,9,-4,6
O=C(NNC(=O)c1ccc(-c2ccc([N+](=O)[O-])cc2)o1)c1ccncc1,-9,7,-7,2,-33,0,-16

# Seven compounds picked at random from those above, as already listed:
SMILES,LGR2 inh,Casp6 inh,DENV2 CPE,ARNT-TACC3 inh,PAX8 inh HTS,SIRT5 inh,EWS-Fli block
O=[N+]([O-])c1cc(Cl)cc(/C=N/n2cnnc2)c1O,-15,1,-7,/,-11,3,5
C=CCNC(=S)NCc1ccccc1OC,-2,-2,2,-1,12,-2,3
CN(C)CC(=O)N1CC[C@@H]2[C@H]1c1cc(Br)ccc1N(C)[C@@H]2CO,3,/,5,16,8,/,3
O=C(NCCc1ccc(Cl)cc1)c1cccc(NC2=NC3CS(=O)(=O)CC3S2)c1 (stereo not given),5,0,1,0,0,-1,-6
COc1ccc(NC(=O)N(C)C[C@@H]2OCc3ccccc3-c3ccccc3C(=O)N([C@H](C)CO)C[C@@H]2C)cc1,1,0,-4,-3,/,-7,-10
CCOC(=O)C1CCN(Cc2ccc(O)c(OC)c2)CC1,10,-1,/,0,-4,-8,/
CO[C@@H]1CC[C@@H]2CCN(C)C(=O)[C@@H](C)CN(C)C(=O)c3cc(C#N)ccc3OC[C@H]1O2,15,-2,?,-6,-1,-2,2

# Screening data (PubChem BioAssay)
